# Compound activity deposited in PubChem by National Center for Advancing Translational Sciences (NCATS).
# EPAC2 ag – activates human EPAC2 exchange factor; EPAC2 activation, biochemical qHTS; response scale: 100% = 6.5 mM cAMP response; Potency, µM (top dose mostly 154 µM), for inactives: at the highest dose activation, actives largely listed as activators; 0.079% of 360,000 active; further: potency means the concentration at half of the fitted maximal effect; nearly all actives have a fitted effect of over 50% in size
#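 Compounds were titrated in qHTS against a Rap1B-BODIPY-GDP (250 nM) complex with EPAC2 (100 nM) and GDP (50 uM). BODIPY-GDP release tracked at 480/540 nm over 30 min at room temperature, normalized to 6.5 mM cAMP.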
# Abeta rescue – A-beta toxicity reversal in yeast. yeast expressing A-beta42, growth rescue, OD600, 48 h; response scale: 0% DMSO, 100% iron-clioquinol control. 0.063% of 410,000 active. Potency, µM (top dose mostly 46.1 µM), without a hit: at the top dose growth rescue, actives largely listed as activators. AID 1347071; further: potency means the concentration at half of the fitted maximal effect; nearly all actives have a fitted effect of over 55% in size
#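 Yeast growth medium received pinned compounds, then yeast cells expressing toxic A-beta were added; plates incubated at 30 C for 48 hr. Growth read as absorbance at 600 nm, normalized to DMSO and equimolar FeCl3 plus clioquinol controls.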
# EPAC2 antag – antagonists of human EPAC2; EPAC2 GEF exchange of Rap1B-BODIPY-GDP, fluorescence; Q8WZA2; 0.18% of 360,000 active; Potency, µM (highest dose often 114 µM), without a hit: at the top dose activity, negative = inhibition, actives largely listed as inhibitors; further: potency means the concentration at half of the fitted maximal effect; on the % scale 0 is the no-effect control and ±100 the full control effect; nearly all actives have a fitted effect of over 45% in size; many of its hits are not listed in these tables
# TDP43 rescue – inhibitors of TDP-43 toxicity in yeast; TDP-43 expressing yeast growth rescue, BacTiter-Glo, 24 h; Potency, µM (titrated, usually from 46.1 µM), for the others: top-dose growth rescue (activation), usual class: activators; 1.8% of 410,000 active; AID 652104; further: potency means the concentration at half of the fitted maximal effect; % of control where 0% means no effect; nearly all actives have a fitted effect of over 50% in size
#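 Galactose-induced TDP-43 yeast, OD600=0.02, compound pinned; 24 hr, 30 deg C; BacTiter-Glo luminescence for growth. Inhibitors of TDP-43 toxicity read as activators.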
# D3 antag – D3 dopamine receptor (human) antagonism. D3R cells, DiscoveRx beta-arrestin luminescence, antagonist mode; hits give low values. max response, negative = inhibition, %. 2.5% of 360,000 active. AID 652054. P35462; in the data active means max response below about -50%; inconclusive means no clear call, values can overlap the other calls; further: on the % scale 0 is the no-effect control and ±100 the full control effect; mostly tested at two doses, the higher about 12 µM
# Target sequence (P35462 whole entry, looked up): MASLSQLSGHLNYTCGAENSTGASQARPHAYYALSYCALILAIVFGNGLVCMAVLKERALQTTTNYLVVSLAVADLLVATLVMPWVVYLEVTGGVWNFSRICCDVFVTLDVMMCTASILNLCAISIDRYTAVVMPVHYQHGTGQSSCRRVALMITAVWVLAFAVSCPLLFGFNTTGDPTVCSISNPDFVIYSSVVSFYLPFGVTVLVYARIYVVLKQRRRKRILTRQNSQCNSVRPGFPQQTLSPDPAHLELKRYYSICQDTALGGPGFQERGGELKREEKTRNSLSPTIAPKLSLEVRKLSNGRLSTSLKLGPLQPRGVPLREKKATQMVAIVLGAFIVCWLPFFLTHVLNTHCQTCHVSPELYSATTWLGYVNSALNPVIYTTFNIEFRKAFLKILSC
#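 Cells plated overnight at 1500 cells/well, then exposed to library compounds with dopamine controls for 90 minutes at 37 degrees C. DiscoveRx reagent added for 30–60 minutes at room temperature; luminescence read, quantitative HTS format.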
# FUS yeast rescue – rescues growth of FUS-expressing yeast. S. cerevisiae FUS-expressing, growth rescue, OD600, 24 h. Potency, µM (top dose mostly 76.6 µM), inactives show top-dose growth rescue (activation), actives largely listed as activators. 0.24% of 390,000 active;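 further: potency means the concentration at half of the fitted maximal effect; plate controls were DMSO vehicle for no effect and reference control for full effect; nearly all actives have a fitted effect of over 55% in size; some results filed as inactive show a strong effect at the top dose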
#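 Yeast expressing FUS under galactose induction, OD 0.005 in 2% galactose medium; compounds in a dilution series, 24 h at 30C. Growth rescue by absorbance at 600 nm; CP55940 positive control, DMSO negative.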
# aSyn rescue – alpha-synuclein toxicity inhibition in yeast; Yeast expressing alpha-synuclein, growth rescue, BacTiter-Glo, 24 h; Potency, µM (series often up to 46.1 µM), inactives show at the top dose growth rescue (activation), actives largely listed as activators; 0.14% of 370,000 active; AID 652106; further: potency means the concentration at half of the fitted maximal effect; % of control where 0% means no effect; nearly all actives have a fitted effect of over 65% in size
#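 Rescue of yeast growth: cells expressing toxic alpha-synuclein, induced in galactose at OD600 0.02, incubated with compound 24 h at 30 C. ATP luminescence quantified growth; inhibitors of toxicity appear as activators.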
# DRD3 agonist – activates the human D3 dopamine receptor | D3R DiscoveRx beta-arrestin cells, luminescence, 90 min | P35462 | max activation, % | AID 652048 | 0.58% of 410,000 active; in the data active means max activation above about 30%; further: 0% is about no effect; mostly tested at two doses, the higher about 12 µM
#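 Agonist mode: compounds and dopamine controls were applied to plated cells for 90 min at 37 degrees C after an overnight attachment at 1500 cells/well. Luminescent read-out followed 30 - 60 minutes at room temperature with DiscoveRx detection reagent.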
# Starred values were filed as active, the others as inactive; ? = inconclusive; · = not tested or not shown; & = joins results of further samples; [ ] = dose if it differs, or a comment. Unless noted, the call rests on the fitted dose curve; in most records, active means well fitted curve in the direction sought with a large enough effect; inconclusive means small, poorly fitted or top-dose-only effect, or another doubt; inactive means no such curve, though single readings can be large; an effect the other way counts as inactive or inconclusive. These rows are one share of the data. The share of hits here may be higher or lower than overall.
# Sequence of screens: TDP43 rescue	EPAC2 ag	EPAC2 antag	aSyn rescue	FUS yeast rescue	D3 antag	Abeta rescue	DRD3 agonist
CC(=O)c1cccc(-c2cnc3c(NC=O)cc(-c4ccc(N5CCN(C)CC5)cc4)cn23)c1
 : 0%	4%	-3%	-3%	7%	14	-2%	2
CCOCCCNC(=O)c1ccc2c(c1)ncn2-c1cccc(C)c1
 : ·	2%	-10%	·	14%	4	-3%	-3
CN(C)S(=O)(=O)N1CCC(Cc2ccccc2)CC1
 : 0%	5%	-1%	8%	22%	4	0%	1
CC(C)(C)c1ccc(C2C(C(=O)c3ccco3)=C(O)C(=O)N2CC2CCCO2)cc1 (stereo not given)
 : 25%	-9%	-7%	-13%	25%	12	-11%	1
COc1ccc(CCC(=O)NNC(=S)Nc2cccc(C(C)=O)c2)cc1
 : -9%[9.22 µM]	5%	-3%	2%	45%	-21	-12%	-1
Cc1ccc(-n2nc(C(=O)NCCN(C)C)c(=O)n(C)c2=O)cc1
 : 0%[9.22 µM]	·	·	·	-26%	·	3%	-15
Cc1cc(C)nc(NC(=O)/C=C/c2ccc3c(c2)OCO3)c1
 : 14%	-6%	-3%	-11%	8%	3	-6%	-11
CC(C)Cn1c(SCC(=O)NC2CCCc3ccccc32)nc(O)cc1=O (stereo not given)
 : -18%	-2%	10%	-1%	30%	1	1%	4
c1ccc2c(c1)Cc1cc3ccccc3nc1-2
 : 2%	-6%	-12%	?	-5%	13	-13%	5
Cc1ncc(S(=O)(=O)c2ccc(Cl)cc2)c(-c2ccccc2)n1
 : 1%	1%	-4%	12%	4%	25	11%	-12
C=CCc1cc(Cl)ccc1OCCCn1ccnc1
 : -4%	5%	-20%	1%	-2%	1	-2%	-8
O=C(Cc1c[nH]c2ccccc12)Nc1nnc(C2CC2)s1
 : 0%[9.22 µM]	3%	-5%	-5%	33%	11	-7%	3
CCc1cccc(NC(=O)CCS(=O)(=O)c2cc(Br)cc3c2N(C(C)=O)CC3)c1
 : 21%	·	·	·	17%	·	0%	1
Cc1c(C(=O)N2CCOCC2)oc2ccc(Br)cc12
 : 27%	2%	3%	0%	-4%	-9	15%	-3
Cc1ccc(CNC(=O)c2ccc3c(c2)CCN3S(=O)(=O)c2ccccc2)cc1
 : 8%[9.22 µM]	·	·	·	?	·	-10%	0
O=C(Nc1ccc(Br)cc1F)c1ccc2nsnc2c1
 : ?	8%	-3%	-6%	-13%	-8	0%	-3
COC(=O)CCc1c(C)[nH]c(=S)[nH]c1=O
 : -14%	-11%	-10%	5%	-8%	-2	13%	1
CN(C)c1ccc(C2SCCN2C(=O)c2ccc([N+](=O)[O-])cc2)cc1 (stereo not given)
 : -13%	11%	-2%	-10%	-9%	-21	-16%	-3
COc1ccccc1CCc1nnc(CCC(=O)NC(C)Cc2cccc(C)n2)o1 (stereo not given)
 : 28%	1%	2%	0%	11%	12	15%	-5
CCC(C)NC(=O)CSc1nnc(-c2c[nH]c3ccccc23)o1 (stereo not given)
 : -19%	-3%	-1%	-8%	2%	-24	-4%	-6
COc1cc(NC(=O)C2CC(=O)N(CCc3ccccc3)C2)cc(OC)c1 (stereo not given)
 : 0%	7%	-4%	-4%	23%	-24	6%	-11
COCCNC(=O)c1ccc(Cl)c(Cl)c1
 : -9%	7%	-1%	0%	22%	5	3%	-5
COC(=O)c1cc(NC(=O)c2cc(-c3ccc(Cl)cc3)oc2C(F)(F)F)ccc1N1CCOCC1
 : 19%	2%	-2%	5%	23%	7	-1%	3
CCOC(=O)c1sc(NC(=O)C2CC(=O)N(c3ccccc3C)C2)nc1C (stereo not given)
 : -1%	-3%	-3%	5%	16%	10	4%	1
O=c1ncn(-c2cccc(F)c2)c2ncccc12
 : -4%	0%	16%	-5%	30%	-22	-14%	-5
O=C(NCCOc1ccc(Cl)cc1)C1CC(=O)N(c2ccc(F)cc2)C1 (stereo not given)
 : -9%	3%	13%	14%	-12%	-14	14%	-7
COc1ccc(/C(C)=N/NC(=O)CNC(=O)COc2ccccc2)c(OC)c1
 : 13%	6%	11%	1%	-6%	-7	7%	0
CN(C)C(CNC(=O)CCc1c[nH]c2ccccc12)c1ccccc1 (stereo not given)
 : -21%	4%	-23%	-1%	26%	-2	-14%	-25
CC(=O)Nc1cc(-c2ccccc2N(C)C)cn2c(-c3ccc(F)c(Cl)c3)cnc12
 : ?	-7%	-9%	2%	?	-56*	-4%	-6
CC1(c2nnc(-c3cccc(Cl)c3)o2)CC(c2ccc(OC(F)(F)F)cc2)=NO1 (stereo not given)
 : 5%	4%	-13%	4%	-7%	0	8%	7
O=C(Nc1ccc(F)c(Cl)c1)N1CCN2CCCCC2C1 (stereo not given)
 : 18%	·	·	·	-12%	·	-18%	-8
Cc1ccc(CNC(=O)Cn2c(=O)c3sccc3n(Cc3ccc([N+](=O)[O-])cc3)c2=O)cc1
 : -13%	-14%	7%	2%	14%	-11	15%	-1
CC(C)Nc1nc(NC2CCCC2)nc(N2CCOCC2)n1
 : -4%	0%	0%	1%	8%	18	-3%	0
CCOc1ccc(NC(=O)c2sc(-n3nc(C)c(CCC(C)C)c3C)nc2C)cc1
 : 9%	·	·	·	11%	·	-6%	1
CCCOc1ccc(-c2nnn(CC(=O)N3CCC(C)CC3)n2)cc1
 : -7%	11%	-5%	-1%	-4%	8	-3%	12
Cc1cc(C)n(C(=O)/C(C#N)=N/Nc2cc(Cl)cc(Cl)c2)n1
 : 25%	-1%	?	-19%	3%	22	-14%	8
Cc1ccccc1NC(=O)Cc1nc(CSc2nnc(-c3ccc4c(c3)OCO4)o2)cs1
 : 3%	0%	2%	6%	1%	45	14%	14
CCOC(=O)Cn1cc(C(=O)C(=O)N2CCOCC2)c2ccccc21
 : 6%	13%	1%	0%	-5%	5	11%	-2
CC(=O)N1CCc2cc(Br)cc(S(=O)(=O)N3CCC(C)CC3)c21
 : 20%	·	·	·	-10%	·	-7%	8
CC1CCc2sc(C(=O)NCc3ccccn3)cc2C1 (stereo not given)
 : -12%	7%	14%	1%	21%	-18	-7%	-8
Cc1oc(-c2ccc(Cl)cc2)nc1CN1CCCC(C(=O)NCc2cccnc2)C1 (stereo not given)
 : -17%	2%	12%	7%	11%	17	7%	1
O=C(CSc1nn(-c2ccccc2)c(=S)s1)Nc1ncccn1
 : ?	4%	-2%	?	-38%	4	-10%	-5
Cc1ccccc1NC(=O)c1ccc(N(Cc2ccccc2)S(C)(=O)=O)cc1
 : 27%	·	·	·	41%	·	0%	-12
O=C(C1Cc2ccccc2CN1C(=O)c1ccccc1)N1CCN(c2ccccc2)CC1 (stereo not given)
 : 23%	10%	-1%	0%	29%	-12	20%	-9
C=CCOn1c(-n2nc(C)cc2C)nc2ccccc2c1=O
 : -2%	4%	-6%	-5%	7%	-2	1%	-10
C=CC[n+]1c(/C=C2\C=Cc3cc(C)ccc3N2CC)ccc2ccccc21
 : -90%[inhibitor]	-1%	-21%	-64%[inhibitor]	1%	-9	-94%[inhibitor]	-7
COc1ccccc1N1CCN(C2CCCN(C(=O)CCc3cnccn3)C2)CC1 (stereo not given)
 : -23%	6%	14%	0%	26%	-11	-7%	-8
CCOc1ccc(NC(=O)COC(=O)c2cc(S(=O)(=O)N3CCCC3)ccc2C)cc1
 : 15%	8%	-6%	9%	45%	-8	15%	-1
CCN1CCN(S(=O)(=O)c2c(C)cc(C)cc2C)CC1
 : 13%	4%	1%	-2%	1%	-11	5%	-19
COc1ccc(CN(CCC(c2ccc3c(c2)OCO3)c2ccccc2OC)C(C)=O)cc1 (stereo not given)
 : 0%	·	·	·	40%	·	-6%	0
O=C(C1CCCN(S(=O)(=O)c2cccc3nonc23)C1)N1CCN(c2cccc(Cl)c2)CC1 (stereo not given)
 : -27%&-1%	15%	-3%	7%	14%&7%	38	-19%&8%	-16&22
CCOc1ccccc1N(C(=O)c1snc(C(N)=O)c1N)C(C(=O)NCC1CCCO1)c1ccc2ncccc2c1 (stereo not given)
 : 0%	8%	-13%	0%	5%	1	10%	6
COc1cccc(CNC(=O)Cc2c(C)c3ccc(OC)c(C)c3oc2=O)c1
 : 21%	·	·	·	-10%	·	-5%	2
Cc1ccc(S(=O)(=O)Oc2ccc3ccc(O)cc3c2)cc1
 : ?	13%	-16%	-1%	-12%	5	?	9
CCCCN(C(=O)c1ccco1)c1c(N)n(CCC)c(=O)[nH]c1=O
 : 14%	4%	10%	1%	-14%	1	0%	2
O=C(CSCc1ccc([N+](=O)[O-])cc1)N/N=C/c1cccnc1
 : 17%	-3%	5%	-4%	-5%	4	-7%	-1
O=C(NC(=S)N1CCN(CCO)CC1)C12CC3CC(CC(C3)C1)C2
 : 13%	-3%	4%	0%	-24%	8	13%	13
CN(C)S(=O)(=O)c1ccc2nnn(O)c2c1
 : 10%	2%	3%	15%	17%	5	-2%	0
CN(C(=O)C1CC1)c1ccccc1
 : 25%	0%	-5%	1%	-10%	12	-6%	2
COc1ccc(NC(=O)CN(C)C(=O)c2ccc(N3CCOCC3)c([N+](=O)[O-])c2)cc1
 : -11%	0%	0%	-2%	16%	-5	3%	1

# (more compounds)
# Sequence of screens: TDP43 rescue	EPAC2 ag	EPAC2 antag	aSyn rescue	FUS yeast rescue	D3 antag	Abeta rescue	DRD3 agonist
CCOC(=O)C1CCC(CN(Cc2ccccc2)S(=O)(=O)c2ccc(Br)cc2)CC1 (stereo not given)
 : 7%	·	·	·	20%	·	7%	0
CCOC(=O)N1CCN(C(=O)C2CCC(=O)N(CCc3ccccc3)C2)CC1 (stereo not given)
 : 4%	1%	12%	0%	-4%	9	21%	0
CCOC(=O)c1c(NS(C)(=O)=O)sc2c1CCC(C)C2 (stereo not given)
 : ?	11%	-6%	2%	18%	50	-15%	-6
COc1ccc(Cn2c(CO)cnc2SCc2ccc(F)cc2)cc1
 : -6%	·	·	?	9%	·	-13%	-1
CCC1CCCCN1C(=O)c1ccc(OC)c(OC2CCN(C(C)=O)CC2)c1 (stereo not given)
 : -6%	4%	0%	-1%	20%	0	-2%	-3

# Looked up one by one from above, 2 records:
# Sequence of screens: TDP43 rescue	EPAC2 ag	EPAC2 antag	aSyn rescue	FUS yeast rescue	D3 antag	Abeta rescue	DRD3 agonist
CCC1CCCCN1C(=O)c1ccc(OC)c(OC2CCN(C(C)=O)CC2)c1 (stereo not given)
 : -6%	4%	0%	-1%	20%	0	-2%	-3
CCOC(=O)C1CCC(CN(Cc2ccccc2)S(=O)(=O)c2ccc(Br)cc2)CC1 (stereo not given)
 : 7%	·	·	·	20%	·	7%	0
